Screens as filed in PubChem BioAssay.
TRb SRC2 PPI = TRbeta-SRC2 interaction inhibition; P10828; TRbeta-SRC2 peptide binding, fluorescence polarization; receptor liganded with 1 µM T3; Potency, µM (titrated, usually from 106 µM), inactives show at the top dose activity change, negative = inhibition, hits mostly inhibitors; 280,000 compounds, 0.065% hits; AID 1469;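 note: plate controls were bound peptide for no effect and peptide without receptor for full effect; nearly all actives have a fitted effect of over 50% in size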
Target sequence (P10828 whole entry, looked up): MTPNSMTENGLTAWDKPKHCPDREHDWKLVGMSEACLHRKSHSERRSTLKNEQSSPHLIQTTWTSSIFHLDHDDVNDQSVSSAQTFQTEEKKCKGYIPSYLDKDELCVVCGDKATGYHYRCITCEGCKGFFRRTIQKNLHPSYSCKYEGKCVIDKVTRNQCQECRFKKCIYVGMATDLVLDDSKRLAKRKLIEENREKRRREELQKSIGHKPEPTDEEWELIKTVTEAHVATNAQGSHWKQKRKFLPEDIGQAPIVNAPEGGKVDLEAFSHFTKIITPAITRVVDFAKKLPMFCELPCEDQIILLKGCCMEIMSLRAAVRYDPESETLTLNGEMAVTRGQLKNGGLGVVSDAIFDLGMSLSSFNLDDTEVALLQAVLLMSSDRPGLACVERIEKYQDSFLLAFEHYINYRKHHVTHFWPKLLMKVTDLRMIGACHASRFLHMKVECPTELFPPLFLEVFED
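Each compound concentration gave % activity, normalized to unbound and bound Texas Red SRC2 controls, from polarization read after 5 hr ambient incubation with T3-loaded human TRb LBD.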
TexasRed fluor = alters Texas Red total fluorescence, flagging assay interference; Potency, µM (titrated, usually from 106 µM), without a hit: at the top dose fluorescence change, negative = quenching; 280,000 compounds, 0.29% hits; TRb/SRC2 Texas Red total fluorescence interference; active = well fitted curve in either direction with a large enough effect; inconclusive = small, poorly fitted or top-dose-only effect; note: % is set by controls: 0 for no effect and ±100 for the full control effect
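Human TRb ligand-binding domain at 0.6 uM with 20 nM Texas Red SRC2 peptide in Tris buffer containing 1 uM T3 and 5% DMSO, incubated with compound 5 h at ambient temperature. Total fluorescence (555/632 nm) calculated as parallel + 2 × perpendicular.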
RECQ1 helicase = RECQ1 (human) helicase inhibition; P46063; RECQ1 DNA unwinding, red fluorescence kinetic read; Potency, µM (top dose mostly 57.3 µM), without a hit: at the top dose activity, negative = inhibition, actives largely listed as inhibitors; 240,000 compounds, 0.54% hits; AID 2549;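 note: plate controls were vehicle for no effect and no enzyme for full effect; nearly all actives have a fitted effect of over 30% in size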
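50 nM RECQ1T1 preincubated 15 min with compound in Tris pH 8.0 buffer with MgCl2, DTT, Tween-20 and 2.5 ug/ml poly(dI-dC); started with 200 nM TAMRA/BHQ-2 forked duplex and 2 mM ATP. Unwinding read as fluorescence (525/598 nm), two reads 2 h apart.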
Tau fluor counter = counter-screen for tau fibril formation inhibitors; tau K18 P301L Alexa594 fluorescence, heparin fibrillization; Potency, µM (titrated, usually from 57.7 µM), for the others: at the top dose activity change, negative = decrease; AID 1463; 280,000 compounds, 0.93% hits; note: % is set by controls: 0 for no effect and ±100 for the full control effect; nearly all actives have a fitted effect of over 55% in size
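Human tau K18 P301L (15 uM unlabeled, 0.24 uM Alexa 594-labeled) in 100 mM sodium acetate pH 7 with 20 uM heparin, 6 hr at 37 C. ThT 30 uM added, 1 hr ambient; Alexa 594 FP and total fluorescence read at 555/632 nm.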
Tau fibril FP = tau fibrillization inhibition (FP) | Potency, µM (series often up to 57.7 µM), without a hit: at the top dose activity, negative = inhibition, most hits filed as inhibitors | K18 P301L tau heparin fibrillization, Alexa594 FP, 6 h | 280,000 compounds, 0.39% hits; note: % is set by controls: 0 for no effect and ±100 for the full control effect; nearly all actives have a fitted effect of over 55% in size
Target sequence (P10636 561-689 P618L limits assumed): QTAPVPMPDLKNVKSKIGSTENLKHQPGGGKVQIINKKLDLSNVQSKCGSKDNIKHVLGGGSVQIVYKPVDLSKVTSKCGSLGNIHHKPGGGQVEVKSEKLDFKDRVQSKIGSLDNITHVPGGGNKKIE
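K18 P301L tau (15 uM unlabeled/0.24 uM Alexa 594-labeled, final) + compound + heparin 20 uM final; 100 mM NaOAc pH 7; 6 hr 37 C; ThT 30 uM final added, 1 hr RT; FP ex 555/em 632 nm.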
Tau fibril ThT = tau fibrillization inhibition (ThT binding) | Potency, µM (top dose mostly 57.4 µM), inactives show at the top dose activity, negative = inhibition, usual class: inhibitors | P10636 | 270,000 compounds, 2.1% hits | AID 1460 | recombinant tau K18 P301L (four-repeat tau fragment), heparin-induced fibrillization, ThT fluorescence; note: % is set by controls: 0 for no effect and ±100 for the full control effect; nearly all actives have a fitted effect of over 55% in size
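In this qHTS, human K18 P301L tau is incubated with compound and heparin for 6 hr at 37 C, and Thioflavin T fluorescence then reports fibril load.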
HTT cytoprotect = cytoprotection in Huntington HTT-Q103 PC12 cell model | Potency, µM (titrated, usually from 56.4 µM), inactives show cytoprotection (ATP increase), hits mostly activators | 230,000 compounds, 0.14% hits | PC12 HTT-Q103 induced, cytoprotection, ATP luminescence, 40 h;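 note: % of control where 0% means no effect; nearly all actives have a fitted effect of over 45% in size; toxic huntingtin expression switched on by the ecdysone agonist tebufenozide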
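Readout: ATPlite luminescence (ATP level). Model: stable PC12, inducible Htt exon1 Q103-GFP. Inducer: tebufenozide, 100 nM final. Compounds: dose series. No G418 in medium.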
L3MBTL1 inh = inhibitors of human L3MBTL1; Q9Y468; AlphaScreen L3MBTL1–H3K9me1 peptide binding; Potency, µM (series often up to 57.1 µM), inactives show top-dose activity, negative = inhibition, usual class: inhibitors; 230,000 compounds, 0.66% hits; note: % is set by controls: 0 for no effect and ±100 for the full control effect; nearly all actives have a fitted effect of over 60% in size
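AlphaScreen proximity signal between nickel-chelate acceptor and streptavidin donor beads (final 10 ug/mL) reports binding of 50 nM L3MBTL1 to 75 nM biotin-H3 K9me1 peptide; complex incubated with compounds 30 min at room temperature; cefsulodin titration as control.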
* marks the source's active call; other numbers are inactive results; i = inactive; ? = inconclusive; nt = not tested or not shown; [ ] = remark or other dose. Unless noted, calls come from the whole dose curve; as a rule, active = well fitted curve in the direction sought with a large enough effect; inconclusive = small, poorly fitted or top-dose-only effect, or another doubt; inactive = no such curve, though single readings can be large; an effect the other way counts as inactive or inconclusive. Potency is the fitted concentration of half-maximal effect.

SMILES	TRb SRC2 PPI	TexasRed fluor	RECQ1 helicase	Tau fluor counter	Tau fibril FP	Tau fibril ThT	HTT cytoprotect	L3MBTL1 inh
Cc1nc(NCc2ccccc2)c2nc(-c3ccccc3)n(CCN3CCCCC3)c2n1	-1%	3%	-2%	-13%	5%	-14%	-69%[inhibitor]	nt
C#CC[N+](C)(C)CCCCCCCC	4%	2%	-1%	7%	11%	-1%	-12%[10 µM]	7%
COc1cc(CCC(=O)OCn2nnc3ccccc3c2=O)cc(OC)c1OC	3%	-5%	-2%	-7%	-7%	-1%	19%	-8%
COc1ccccc1-c1noc(-c2ccc(NCc3cccnc3)c([N+](=O)[O-])c2)n1	6%	0%	nt	-4%	-1%	2%	nt	nt
CCCn1c2ccccc2c2cnn(CC(=O)N(CCCOC)Cc3ccco3)c(=O)c21	7%	?	nt	1%	8%	-7%	nt	nt
CCOC(=O)c1cc(-c2ccccc2)n(CC(=O)Nc2cc(Cl)c(OC)cc2OC)c1C	-10%	-3%	nt	2%	1%	8%	nt	nt
CC(NC(=S)Nc1cccc(C(F)(F)F)c1)C(C)(C)C (centres undefined)	-4%	-2%	i	-14%	2%	4%	-1%[10 µM]	13%
CCN1CCN(C(=O)c2ccc(OC)c(S(=O)(=O)Nc3ccc(C)cc3)c2)CC1	1%	-4%	-2%	-3%	-4%	1%	14%	-1%
CC(NC(=O)/C=C/c1ccc(Br)cc1)c1ccccc1 (centres undefined)	6%	-9%	-6%	-12%	1%	-6%	2%[10 µM]	-12%
COc1ccc(-c2[nH]ncc2CN(Cc2nccn2C)C(C)C)c(F)c1	-5%	-1%	-2%	-15%	-3%	-12%	-12%[10 µM]	-15%
COc1ccc(CC(=O)NCCc2csc(-c3cccc(C)c3)n2)cc1	1%	2%	nt	-9%	5%	-11%	nt	nt
Cc1cccc(-c2nc3c4ccccc4n(CC(=O)Nc4cccc(F)c4)c(=O)n3n2)c1	-5%	-2%	nt	?	2%	?	nt	nt
COc1cccc(NC(=O)COC(=O)c2ccccc2F)c1	-5%	-2%	-8%	-11%	-4%	-5%	14%[10 µM]	3%
CCCN1CCN(c2ccc(S(N)(=O)=O)cc2[N+](=O)[O-])CC1	3%	1%	6%	-10%	-13%	-10%	-16%	3%
COc1ccc(OC)c2c(C)cc(NCCN3CCOCC3)nc12	-2%	-5%	1%	-15%	-9%	?	6%	-7%
CC1CCc2c(sc3ncnc(SCC(=O)c4ccccc4)c23)C1 (centres undefined)	-3%	-1%	-4%	-9%	-4%	-11%	-9%[10 µM]	-11%
CCc1ccc(NC(=O)C(C)n2nc(C)c([N+](=O)[O-])c2C)cc1 (centres undefined)	-3%	1%	i	-8%	1%	-4%	-1%[10 µM]	7%
COC(=O)c1cccc(NCN2C(=O)c3ccccc3C2=O)c1	2%	0%	-1%	-10%	-4%	-5%	-10%	-1%
CSc1nncc(/C(C)=N\Nc2cccc(C)c2)n1	-23%	0%	-9%	-11%	-8%	?	1%	27%
O=C(Nc1ccc(Oc2cccc3ccccc23)cc1)c1ccco1	13%	2%	-12%	?	?	-20%	11%[10 µM]	nt

Whole records, looked up by structure.
COc1cc(CCC(=O)OCn2nnc3ccccc3c2=O)cc(OC)c1OC across the screens: TRb SRC2 PPI = 3%; TexasRed fluor = -5%; RECQ1 helicase = -2%; Tau fluor counter = -7%; Tau fibril FP = -7%; Tau fibril ThT = -1%; HTT cytoprotect = 19%; L3MBTL1 inh = -8%
Cc1nc(NCc2ccccc2)c2nc(-c3ccccc3)n(CCN3CCCCC3)c2n1 across the screens: TRb SRC2 PPI = -1%; TexasRed fluor = 3%; RECQ1 helicase = -2%; Tau fluor counter = -13%; Tau fibril FP = 5%; Tau fibril ThT = -14%; HTT cytoprotect = -69%[inhibitor]; L3MBTL1 inh = nt
CCCn1c2ccccc2c2cnn(CC(=O)N(CCCOC)Cc3ccco3)c(=O)c21 across the screens: TRb SRC2 PPI = 7%; TexasRed fluor = ?; RECQ1 helicase = nt; Tau fluor counter = 1%; Tau fibril FP = 8%; Tau fibril ThT = -7%; HTT cytoprotect = nt; L3MBTL1 inh = nt

Additional compounds:
SMILES	TRb SRC2 PPI	TexasRed fluor	RECQ1 helicase	Tau fluor counter	Tau fibril FP	Tau fibril ThT	HTT cytoprotect	L3MBTL1 inh
CCc1nnc(NC(=O)CSc2nnc(-c3c[nH]c4ccccc34)n2CCOC)s1	-1%	-3%	i	-11%	?	-4%	-11%[0.074 µM]	1%
COc1ccc(/C=N/NC(=O)CNC(=O)C2COc3ccccc3O2)cc1OC (centres undefined)	-3%	3%	4%	-3%	6%	-11%	-10%[1.9 µM]	-6%
C/C(=N/Nc1ccc(C)cc1)C1(C)N(O)C(C)(C)C(c2ccco2)=[N+]1[O-] (centres undefined)	4%	0%	1%	-19%	-9%	?	-33%[inhibitor]	nt
O=c1cc(-c2ccc(F)cc2)nc(SCc2nc(-c3cccc(C(F)(F)F)c3)no2)[nH]1	-9%	-2%	nt	-1%	-11%	4%	nt	nt
CCCC(=O)c1cc2ccccc2oc1=O	-8%	-5%	11%	-6%	4%	-10%	13%	11%
CCOc1ccc(C(=O)NC(=S)Nc2ccc(N3CCCCC3)cc2)cc1[N+](=O)[O-]	7%	0%	-6%	?	17%	3.5µM*	12%[10 µM]	-22%
CC(NC(=O)OCc1ccccc1)C(=O)N1CC(O)CC1C(=O)O (centres undefined)	5%	-3%	-22%	14%	10%	5%	0.1µM*	-8%[11.4 µM]
CO[C@H]1COC(=O)CCC[C@H](C)[C@@H](OC)COC(=O)C/C=C\[C@@H]1C	7%[11.2 µM]	3%[11.2 µM]	12%[11.5 µM]	-11%[11.6 µM]	-3%[11.6 µM]	-6%[11.5 µM]	-3%[10 µM]	nt
CCOc1ccccc1NC(=O)CSc1nc(-c2cccs2)cc(C(F)(F)F)n1	-12%	?	nt	-7%	-7%	-2%	nt	nt
Cc1ccc(/C=C2\SC(=S)N(C3CCS(=O)(=O)C3)C2=O)cc1 (centres undefined)	-6%	0%	-1%	-16%	?	?	30%	nt
CCOc1ccccc1NC(=O)N1CCC(C(=O)c2ccc(F)cc2)CC1	-20%	-1%	i	-16%	-7%	-17%	3%	nt
CNS(=O)(=O)c1ccc2nc(NC(=O)c3ccc(N4C(=O)CCC4=O)cc3)sc2c1	5%	-3%	8%	-16%	-1%	-10%	-41%[inhibitor]	nt
COc1ccc(CNC(=O)COC(=O)CC2CCCC2)cc1	-9%	-2%	i	5%	2%	6%	-9%[0.074 µM]	35%[activator]
NC(=O)c1cccc(CC(=O)c2ccccc2)c1	6%	3%	-3%	2%	4%	7%	25%[10 µM]	9%
Cc1ccc(C(=O)CN(C(=O)c2ccc(Cl)c(Cl)c2)N2C(=O)C3CCCCC3C2=O)cc1C (centres undefined)	-3%	0%	-2%	-17%	2%	-21%	-2%	nt
CC(=O)Nc1sc(N/N=C\c2ccco2)nc1-c1cccs1	14%	-9%	-4%	?	?	16µM*	-15%[10 µM]	-24%
O=C(Nc1ccc(Cl)cn1)c1cccnc1	-8%	-3%	i	10%	4%	1%	-15%	-2%
CCCc1ccccc1OCCNC(C)=O	-9%	-5%	4%	4%	6%	-7%	-15%[10 µM]	0%
O=C(NCc1ccccc1)c1ccc(CS(=O)(=O)c2ccccc2)o1	-3%	-1%	-9%	-11%	0%	-7%	-10%	nt
O=C(NC(Cc1ccccc1)C(=O)Oc1ccc2c(C(F)(F)F)cc(=O)oc2c1)OCc1ccccc1 (centres undefined)	2%	-3%	-3%	-2%	0%	-3%	6%[10 µM]	9%
C1=CCC(CN2CCNCC2)CC1 (centres undefined)	5%	0%	-2%	-7%	4%	-4%	18%[10 µM]	-2%
COc1ccccc1NC(=O)CN1C(=O)c2ccccc2Sc2ccc(C(=O)N3CCCC3)cc21	-2%	-6%	nt	-4%	1%	-9%	nt	nt
CC(=O)Nc1ccc(NC(=O)c2ccccc2CC[N+](=O)[O-])cc1	-13%	1%	i	-3%	-10%	-4%	-29%	2%
COc1ccc(CC(=O)OCC(=O)Nc2ncc(Cl)cc2Cl)cc1OC	-15%	3%	-2%	-9%	-7%	-14%	-25%	nt
CCOC(=O)N1CCc2c(sc3c2c(=O)n(Cc2ccccc2)c(=O)n3CC(=O)Nc2c(C)cccc2C)C1	-8%	0%	nt	-10%	-10%	-8%	nt	nt
COc1ccc(C(=O)NC(=S)N(C)Cc2ccccc2)cc1Br	-7%	-4%	i	8%	-7%	10%	nt	1%
CCOc1ccc(/C=N/NC2=NCCCCC2)cc1	-1%	-4%	i	-2%	-3%	-5%	-37%[inhibitor]	nt
CCc1ccccc1N(C)C(=O)Cn1cnc2sc(C)c(S(=O)(=O)N3CCC(C)CC3)c2c1=O	-4%	-1%	nt	-19%	-14%	-4%	nt	nt
O=C(CCCn1c(=S)[nH]c2cc3c(cc2c1=O)OCO3)N1CCN(c2ncccn2)CC1	-9%	-2%	-5%	1%	7%	?	-7%[0.074 µM]	3%
C#CCOC(=O)C1C2C=CC(C2)C1C(=O)O (centres undefined)	-5%	-7%	0%	5%	-8%	-8%	-8%	6%
Cc1cccc(C)c1NC(=O)Cn1nnc(-c2ccc(N3CCOCC3)cc2)n1	-2%	3%	-8%	-3%	-3%	?	-4%[10 µM]	nt
O=Cc1ccc(Oc2ccc(F)cc2)nc1	1%	-1%	-17%	-2%	0%	-4%	-20%	?
COCc1cc(C)nc(SCC(=O)Oc2ccccc2)c1C#N	8%	-3%	-3%	-17%	7%	?	-18%	70%[activator]
O=C(Nc1ccccc1)C(=O)Nc1ccccn1	1%	-3%	-10%	-9%	-2%	-5%	-50%[inhibitor]	-2%
COc1ccccc1CNC(=O)CSc1ccc(-c2cccs2)nn1	3%	0%	1%	-7%	11%	-11%	-47%[inhibitor]	nt
CNC(=O)C1CCC(Cn2c(=O)c3sccc3n(CC(=O)NCc3cccc(OC)c3)c2=O)CC1 (centres undefined)	5%	-24%	nt	4%	12%	1%	nt	nt

The list is partial. The share of hits here may be higher or lower than overall.
